Assay outcomes as filed in PubChem.
PI4K2A inh: qHTS for small molecular inhibitors of PI4K2A. purified PI4K2A, ADP-Glo luminescence, 1 h; stronger effect = lower value. activity change, negative = inhibition, % at 76.9 µM. actives 0.13% (n = 420,000). AID 1346378, 2018; in the data active = activity change below about -50%; inconclusive = mostly about -30% to -49%;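 note: -100% = wells without enzyme as full effect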
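In this quantitative HTS, ADP production by PI4K2A was quantified luminescently after 1 h at ambient temperature; 100 microM adenosine served as plate-quality control.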
TRHR agonist: qHTS for Small Molecule Agonists and Allosteric Enhancers of Human TRH Receptor: Primary Screen for Agonists | TRHR cells, calcium flux fluo-8, FDSS agonist mode | activation, % at 2 µM | actives 0.18% (n = 360,000) | AID 493084, 2011; in the data active = activation above about 30%; note: 0% is about no effect
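TRHR-expressing cells, plated overnight in medium with 10% serum, were loaded with fluo-8 calcium dye at room temperature. After a 10 s baseline, library compound was pin-added and calcium release was recorded kinetically (ex 480/em 530) as agonist response.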
D2 ag: HTS Assay for Allosteric Agonists of the Human D2 Dopamine Receptor: Primary Screen for Agonists. HEK293 T-REx D2 cells, calcium flux agonist mode. actives 0.53% (n = 340,000). activation, % at 2 µM. D(2) dopamine receptor (Homo sapiens), P14416;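 active = activation over 3 SD above normal in the single-dose calcium agonist read, cut at about 30% in these data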; note: 0% is about no effect
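Agonism scored from kinetic calcium signal (1 read/sec, 180 s) following compound pin transfer, after a 10 s baseline. Cells: HEK293 Trex line expressing inducible D2 receptor coupled to calcium, dye-loaded after overnight culture at 30 C.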
TrxR1 inh: qHTS Assay for Inhibitors of Mammalian Selenoprotein Thioredoxin Reductase 1 (TrxR1): qHTS; AID 588453, 2011; Potency, µM (doses to about 114 µM), without a hit: at the top dose activity change, negative = inhibition, hits mostly inhibitors; recombinant rTrxR1, NADPH fluorescence consumption, selenite substrate; actives 1% (n = 390,000); Thioredoxin reductase 1, cytoplasmic (Rattus norvegicus), O89049; note: potency is the fitted concentration of half-maximal effect; % is set by controls: 0 for no effect and ±100 for the full control effect; nearly all actives have a fitted effect of over 65% in size
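Rat TrxR1 (90 nM in the dispensed reagent) was pre-reduced with 400 uM NADPH for 5 min at room temperature, then incubated with compound for 15 min. After 400 uM selenite was added, NADPH fluorescence (Ex 340/Em 450 nm) was followed for 8 min.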
TRHR enhancer: qHTS for Small Molecule Agonists and Allosteric Enhancers of Human TRH Receptor: Primary Screen for Enhancers; AID 493056, 2011; actives 0.66% (n = 360,000); TRHR cells, fluo-8 calcium fluorescence, EC20 TRH enhancement; enhancement, % at 2 µM; in the data active = enhancement above about 30%; note: 0% is about no effect
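Enhancer read-out: after compound pinning and an initial kinetic agonist-mode read, an EC20 of TRH (10 nM final) was injected and fluo-8 calcium signal (Ex 480/Em 530) followed at 1 s/cycle for 100 cycles in TRHR-expressing cells.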
TrxR1 substrate: qHTS Assay for Substrates of Mammalian Selenoprotein Thioredoxin Reductase 1 (TrxR1): qHTS. purified TrxR1 substrate turnover, NADPH consumption readout. Potency, µM (highest dose often 114 µM), for the others: top-dose activity change, negative = substrate turnover. actives 0.01% (n = 390,000); note: potency is the fitted concentration of half-maximal effect; % is set by controls: 0 for no effect and ±100 for the full control effect; nearly all actives have a fitted effect of over 50% in size
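Rat TrxR1, dispensed at 90 nM, was prereduced with 400 uM NADPH (final) for 5 min at ~22 deg C, then incubated with compound 15 min before 400 uM selenite. A first-read NADPH fluorescence drop versus no-compound background flagged substrates.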
mIDH1 inhibitor: qHTS for Inhibitors of mutant isocitrate dehydrogenase 1 (IDH1): qHTS; Isocitrate dehydrogenase [NADP] cytoplasmic (Homo sapiens), O75874; IDH1-R132H enzyme, NADPH consumption, diaphorase/resazurin fluorescence; Potency, µM (series often up to 76.6 µM), for the others: top-dose activity change, negative = inhibition, most hits filed as inhibitors; actives 0.093% (n = 390,000); AID 602179, 2012; note: potency is the fitted concentration of half-maximal effect; % is set by controls: 0 for no effect and ±100 for the full control effect; nearly all actives have a fitted effect of over 65% in size
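IDH1-R132H (0.5 ug/mL dispensed) in pH 7.5 Tris buffer was preincubated 30 min with compound, then given a substrate mix of 0.016 mM NADPH and 2 mM alpha-KG for 80 min at room temperature; remaining NADPH was read by diaphorase/resazurin fluorescence.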
USP1-UAF1 inh: Inhibitors of USP1/UAF1: Primary Screen | Potency, µM (doses to about 57.1 µM), for the others: top-dose activity change, negative = inhibition, most hits filed as inhibitors | actives 0.23% (n = 390,000) | AID 743255, 2014 | recombinant USP1/UAF1, Ub-Rhodamine cleavage fluorescence | Ubiquitin carboxyl-terminal hydrolase 1 (Homo sapiens), O94782; note: potency is the fitted concentration of half-maximal effect; % is set by controls: 0 for no effect and ±100 for the full control effect; nearly all actives have a fitted effect of over 60% in size; inactives centre near -12
Target sequence (O94782 whole entry, looked up): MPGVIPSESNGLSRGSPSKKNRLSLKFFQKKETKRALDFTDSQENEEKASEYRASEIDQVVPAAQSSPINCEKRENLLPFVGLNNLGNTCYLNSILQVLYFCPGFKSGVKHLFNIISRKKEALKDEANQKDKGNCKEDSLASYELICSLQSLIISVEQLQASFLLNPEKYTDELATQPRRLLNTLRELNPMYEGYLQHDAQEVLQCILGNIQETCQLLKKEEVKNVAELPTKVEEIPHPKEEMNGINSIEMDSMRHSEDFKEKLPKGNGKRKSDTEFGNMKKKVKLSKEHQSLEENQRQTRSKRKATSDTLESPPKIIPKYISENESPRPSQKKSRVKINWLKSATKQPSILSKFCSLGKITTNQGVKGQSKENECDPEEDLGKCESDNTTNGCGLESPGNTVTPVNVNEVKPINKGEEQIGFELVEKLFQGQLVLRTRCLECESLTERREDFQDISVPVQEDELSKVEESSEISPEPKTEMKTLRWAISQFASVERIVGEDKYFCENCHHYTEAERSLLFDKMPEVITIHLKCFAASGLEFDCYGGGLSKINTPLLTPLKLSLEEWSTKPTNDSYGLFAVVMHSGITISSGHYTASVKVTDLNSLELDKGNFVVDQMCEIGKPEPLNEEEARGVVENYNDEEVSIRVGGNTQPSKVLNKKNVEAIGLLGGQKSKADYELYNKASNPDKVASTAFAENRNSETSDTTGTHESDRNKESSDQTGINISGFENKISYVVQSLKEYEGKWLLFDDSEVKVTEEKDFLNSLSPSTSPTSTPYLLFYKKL
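Step one: compound is pinned into 1nM USP1/UAF1 in HEPES pH 7.8 buffer with TCEP. Step two: 15 min room-temperature incubation. Step three: Ub-Rho (150nM final) starts cleavage, tracked by fluorescence over six one-minute reads.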
D2 antagonist: HTS Assay for Allosteric Antagonists of the Human D2 Dopamine Receptor: Primary Screen for Antagonists | AID 485344, 2010 | D(2) dopamine receptor (Homo sapiens), P14416 | inhibition, % at 10 µM | HEK293 TREx D2 cells, calcium flux, dopamine EC80 | actives 2% (n = 340,000); in the data active = inhibition above about 30%; note: 0% is about no effect
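Compounds are added to dye-loaded, induced HEK293 T-REx cells coupled to calcium release via D2; after a 3 min kinetic read an EC80 dopamine stimulus is given and fluorescence is recorded for 3 more min.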
An asterisk follows results filed as active; ? = inconclusive; nt = no result given; [ ] = another dose, or the depositor's remark. Unless noted, calls come from the whole dose curve; as a rule, active = well fitted inhibition curve with a large enough effect; inconclusive = small, poorly fitted or top-dose-only effect; inactive = no such curve, though single readings can be large or run the other way.

SMILES | PI4K2A inh | TRHR agonist | D2 ag | TrxR1 inh | TRHR enhancer | TrxR1 substrate | mIDH1 inhibitor | USP1-UAF1 inh | D2 antagonist
COC(=O)c1nc(NC(C)=O)n[nH]1 | nt | 0.0 | 0.9 | nt | 3 | nt | nt | nt | 0
COc1ccc(CCNC(=O)CSc2nncn2N)cc1OC | -1 | 1.3 | 0.5 | 18% | -2 | 8% | 2% | -1% | 3
O=C(NCCS(=O)(=O)N1CCN(c2ccccc2F)CC1)c1ccc(Br)o1 | -4 | -0.1 | 0.0 | 9% | 7 | -4% | -2% | -31% | 14
O=C(O)c1ccc(S(=O)(=O)N(Cc2cccs2)CC2CCCO2)cc1 (stereo not given) | -3 | -1.1 | 0.3 | 0% | 13 | -7% | 1% | 0% | -1
Cc1ccccc1OC(=O)CCC(=O)OCCCC(F)(F)C(F)(F)F | -3 | -0.6 | 1.4 | -7% | -6 | -5% | 5% | -14% | 0
CNC(=S)N1N=C(c2ccc(C)cc2)CC1c1ccc(Br)cc1 (stereo not given) | 0 | 0.7 | 1.3 | 5%[57.1 µM] | -4 | 2%[57.1 µM] | 1% | -22% | 5
COc1cccc(N=Nc2ccc(O)c3ncccc23)c1 | ? | -2.6 | -1.0 | 11% | 3 | -7% | -8% | -13% | 20
Cc1cc(C(=O)Nc2ccc(Br)cn2)sc1C | -7 | -0.5 | -0.8 | 18% | -6 | 0% | 7% | -20% | 29
COCCCn1c(SCC(=O)N2CC(=O)Nc3ccccc32)nnc1-c1ccoc1C | 1 | 0.1 | 0.0 | -19% | -7 | -3% | 8% | -6% | 1
C=CCn1c(=O)/c(=C2/Sc3cc(OC)ccc3N2C)s/c1=C1\C(=O)N(CC)C(=S)N1C | nt | 0.8 | 0.9 | nt | 8 | nt | nt | nt | -22
CCC(C)S(=O)(=O)c1oc(-c2ccc(F)cc2)nc1S(=O)(=O)c1ccc(F)cc1 (stereo not given) | 50 | 0.6 | 1.2 | 2µM* | 4 | 12% | 6% | -27% | nt
COc1cc(C(=O)N/N=C/c2ccsc2C)cc(OC)c1OC | 0 | -3.1 | 0.0 | 9%[57.1 µM] | 10 | -22%[57.1 µM] | 9% | -22% | 15
Cc1ccccc1/C=N/n1c(-c2ccccn2)n[nH]c1=S | -5 | 0.7 | 0.1 | -21%[57.1 µM] | 8 | 7%[57.1 µM] | 0% | -6% | -3
C/C(=N\OC(=O)c1ccc(C)cc1)c1sc(C)nc1C | 5 | -0.5 | 0.0 | 17%[57.1 µM] | -7 | 10%[57.1 µM] | 10% | 3% | 7
O=C(CCNS(=O)(=O)c1ccc(Br)s1)NCc1ccccc1Cl | 5 | -1.4 | -1.0 | 13% | -2 | 5% | 6% | -12% | -1
O=C(NCC(=O)N(c1ccc(Cl)cc1)C(C(=O)NC1CCCC1)c1cccnc1)c1ccco1 (stereo not given) | -1 | 0.5 | 1.9 | 23% | -6 | 3% | -6% | 0% | -9
COc1ccc(/C=N/n2cnn(Cc3ccccc3Cl)c2=S)cc1OC | 1 | 0.6 | 0.8 | -5%[57.1 µM] | -6 | -8%[57.1 µM] | -5% | -8% | 6
CC(=O)/C(=N/Nc1ccccc1C)N1CCOCC1 | -1 | -0.2 | 0.0 | ? | 9 | -7% | 3% | 1% | 11
CCOC(=O)C(=O)Nc1cc(C)on1 | 7 | -0.6 | 0.2 | 4%[57.1 µM] | -3 | -4%[57.1 µM] | 1% | 3% | 2
Cn1c(=O)n(CCCc2ccccc2)c(=O)c2c1nc1n2CCN1c1ccc(F)cc1 | 5 | -0.4 | -0.3 | 17% | -3 | 4% | -6% | ? | nt
Cc1ccc(-c2nc(S(=O)(=O)c3ccc(C)cc3)c(SCC(=O)NCC3CCCO3)o2)cc1 (stereo not given) | -1 | -1.3 | -0.7 | 16% | 20 | 5% | -3% | -20% | -1
O=C(CN(C(=O)c1csnn1)c1ccc(Cl)cc1)NCCc1ccccc1 | -1 | 0.0 | -1.8 | 5%[57.1 µM] | 10 | 3%[57.1 µM] | 0% | -23% | -15
Cc1cc(/C=N/NC(=O)C(O)(c2ccccc2)c2ccccc2)c(C)n1-c1ccc(C(=O)O)cc1 | -8 | 0.4 | -0.4 | 14%[57.1 µM] | 0 | 10%[57.1 µM] | 11% | -10% | 2
CCc1nn(C(CC)C(=O)NCCc2ccc(OC)cc2OC)c(=O)c2cc3occc3n12 (stereo not given) | 2 | -0.3 | 0.5 | -3% | -5 | -5% | -8% | -6% | -2
CCOC(=O)N1CCN(S(=O)(=O)c2ccc(OC)c(Cl)c2)CC1 | 14 | 0.5 | nt | 12% | -1 | 3% | -1% | -1% | nt
SMILES | PI4K2A inh | TRHR agonist | D2 ag | TrxR1 inh | TRHR enhancer | TrxR1 substrate | mIDH1 inhibitor | USP1-UAF1 inh | D2 antagonist
CCCNC(=O)c1ccc(N2CCC3(CC2)CC(c2ccccc2)=NO3)c([N+](=O)[O-])c1 | 3 | -1.0 | 0.5 | 15%[57.1 µM] | -8 | -5% | -10% | -26% | -14
COCC(C)n1c(COc2ccccc2F)nnc1SCc1c(C)noc1C (stereo not given) | 9 | 0.0 | -0.2 | -1%[57.1 µM] | -5 | 2% | 3% | 1% | 28
O=C(OCc1ccccc1Cl)c1ccc(-c2nnn(Cc3ccccc3)n2)cc1 | 1 | 2.7 | -0.1 | 17% | -6 | -4% | nt | ? | nt
CCOc1c2ccc(C(=O)NCc3ccc(OC(F)(F)F)cc3)cc2nn1C | -3 | -0.7 | -0.4 | -6% | -4 | 69%[activator] | 8% | -13% | 3
COC(=O)c1c(C)[nH]c(C(=O)COC(=O)Cc2ccc3c(c2)OCCO3)c1C | 2 | 0.0 | -0.3 | -9% | -3 | -5% | 7% | -24% | -1
NS(=O)(=O)c1ccc(CNC(=O)c2ccc(NS(=O)(=O)c3ccc4[nH]c(=O)[nH]c4c3)cc2)cc1 | 1 | -0.1 | 0.3 | -4%[57.1 µM] | -10 | -2%[57.1 µM] | -4% | -14% | 5
C=CCNC(=S)NNC(=O)c1cccn(Cc2ccc(Cl)c(Cl)c2)c1=O | 10 | -0.8 | 0.8 | -13% | -3 | -1% | 1% | -7% | 2
Cc1ccc(S(=O)(=O)N2CC3CCCC2C3)cc1 (stereo not given) | -15 | -0.1 | -1.5 | 12%[57.1 µM] | 3 | 4% | 7% | -7% | 4
CCN(CC)c1ccc(-c2n[nH]c(=S)n2-c2ccccc2)cc1 | 3 | 0.7 | 1.8 | 12%[57.1 µM] | 0 | 15% | 0% | -11% | 2
O=C(NCCC1CCCCN1S(=O)(=O)c1ccccc1)C(=O)NC1CCCC1 (stereo not given) | -4 | -0.6 | -0.1 | 10% | 2 | -2% | 0% | -12% | 15
Cc1sc2ncnc(Oc3ccc(-n4ccnc4)cc3)c2c1C | -4 | 0.0 | 0.3 | -9% | -1 | -4% | 2% | -2% | 4
COc1cc(OC)cc(C(=O)N[C@H](C(=O)NCCc2ccc(S(N)(=O)=O)cc2)C(C)C)c1 | -2 | -0.6 | 0.2 | 28%[57.1 µM] | 28 | 10%[57.1 µM] | 2% | -4% | -5
O=C(O)c1cccc(N/N=C/c2ccc(OC(F)(F)F)cc2)c1 | -1 | 0.1 | 0.3 | 3% | -2 | -13% | -4% | -14% | -4
Cc1ccc(C(=O)COC(=O)c2c(C)cc(=O)oc2C)cc1[N+](=O)[O-] | 5 | -0.4 | -0.7 | -5% | -2 | -1% | 8% | -12% | -10
COc1cccc(-c2nc(CS(=O)(=O)CC(=O)N3CCOCC3)c(C)o2)c1 | -4 | -0.5 | 0.1 | 4% | -4 | 16% | 5% | -12% | -1
COc1ccccc1NC(=O)CN1C(=O)COc2ccc(S(=O)(=O)N3CCCCCC3)cc21 | 12 | 0.1 | 0.8 | 19% | 0 | 0% | 0% | -23% | -2
CCOC(=O)c1ccc(N2C(=O)CC(SCC(=O)Nc3ccc(S(N)(=O)=O)cc3)C2=O)cc1 (stereo not given) | 1 | 0.3 | -0.8 | 38%[activator] | 13 | -8% | -1% | -5% | 3
CC(C)(C)OC(=O)CC[C@@H](C(=O)NCCCCCCCCCCC(=O)N1CCN(C(=O)OC(C)(C)C)CC1)n1cc(CCCCCNC(=O)OC(C)(C)C)nn1 | -6 | -0.5 | -1.0 | 12% | 8 | 5% | 9% | -6% | 20

3 entries out of the list above, ordered by the number in TrxR1 inh, falling:
Structure | PI4K2A inh | TRHR agonist | TrxR1 inh | TRHR enhancer | TrxR1 substrate | mIDH1 inhibitor | USP1-UAF1 inh | D2 antagonist
O=C(NCC(=O)N(c1ccc(Cl)cc1)C(C(=O)NC1CCCC1)c1cccnc1)c1ccco1 (stereo not given) | -1 | 0.5 | 23% | -6 | 3% | -6% | 0% | -9
O=C(NCCC1CCCCN1S(=O)(=O)c1ccccc1)C(=O)NC1CCCC1 (stereo not given) | -4 | -0.6 | 10% | 2 | -2% | 0% | -12% | 15
O=C(NCCS(=O)(=O)N1CCN(c2ccccc2F)CC1)c1ccc(Br)o1 | -4 | -0.1 | 9% | 7 | -4% | -2% | -31% | 14
